Screening results (PubChem BioAssay)
MRP1 act: H69AR viability gain despite doxorubicin, primary screen, MRP-1 activator project, H69AR cells, CellTiter-Glo. viability rescue. viability increase, % at 10 µM. 0.61% of 140,000 active. AID 799, 2007;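 active = viability gain under doxorubicin at or above a set limit, the compound median plus 3 SD, cut at about 4.7% in these data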;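 also: MRP-1 overexpressing cells given doxorubicin 25 µM after compound pretreatment; 18-22 h compound pretreatment then 72 h with doxorubicin before readout; 0% = doxorubicin-only wells and 100% = vehicle-treated cells without doxorubicin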
Yeast growth inh: growth inhibitors of yeast BB579 in restrictive medium, primary screen, yeast lifespan-shortening project, S. cerevisiae; OD615, 48 h; inhibition, % at 10 µM; 0.51% of 140,000 active; AID 804, 2007;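 active = inhibition above a set limit, 3 SD over the mean compound inhibition, cut at about 44% in these data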; also: inactives centre near -24
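Test system: DeaD yeast strain BB579 / Buffer or medium: restrictive glucose-based CSMM-D medium / Doses: single 10 µM dose / Schedule: 4 h cell preincubation, 48 h compound exposure, 30 °C humidified / Technique: culture absorbance at 615 nm / Controls: amphotericin B positive control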
PTEN del growth: growth suppression of PTEN-null HCT116, primary screen, cell-based, CellTiter-Glo; HCT116 PTEN-null viability, 60 h; active compounds read low; 1.2% of 140,000 active; viability, % at 10 µM;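 active = viability at or below a set limit, 4 SD under the median of all tested compounds, cut at about 3.7% in these data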;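 also: PTEN knockout HCT116 line with beta catenin targeted HCT116 as companion control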
GALR2 antag: GALR2 antagonists in receptor-expressing cells, primary screen; 0.39% of 140,000 active; inhibition, % at 4 µM; antagonist mode; Galanin receptor type 2 (Homo sapiens), O43603; AID 828, 2007; in the data active = inhibition above about 27%;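 also: cells stimulated with galanin 1-16 at roughly its EC80; 0% = agonist challenge control and 100% = basal control without agonist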
Target sequence (O43603 whole entry, looked up): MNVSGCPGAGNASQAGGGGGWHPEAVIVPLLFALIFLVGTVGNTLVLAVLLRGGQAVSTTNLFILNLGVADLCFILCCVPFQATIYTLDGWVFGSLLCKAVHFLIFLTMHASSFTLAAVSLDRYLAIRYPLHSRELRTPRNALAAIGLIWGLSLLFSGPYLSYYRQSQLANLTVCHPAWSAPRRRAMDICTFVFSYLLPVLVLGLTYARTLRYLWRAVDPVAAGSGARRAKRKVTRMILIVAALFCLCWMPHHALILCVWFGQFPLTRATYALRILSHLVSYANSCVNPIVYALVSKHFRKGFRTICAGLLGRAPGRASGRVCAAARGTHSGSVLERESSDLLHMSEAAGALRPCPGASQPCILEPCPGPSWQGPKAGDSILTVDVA
NPY Y2 blocker: NPY-Y2 receptor antagonists, primary screen, cell-based; inhibition, % at 2.7 µM; NPY-Y2 expressing cells, antagonist mode; Neuropeptide Y receptor type 2 (Homo sapiens), P49146; 0.99% of 140,000 active; in the data active = inhibition above about 17%;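 also: 0% = vehicle with agonist challenge and 100% = reference antagonist with challenge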
Target sequence (P49146 whole entry, looked up): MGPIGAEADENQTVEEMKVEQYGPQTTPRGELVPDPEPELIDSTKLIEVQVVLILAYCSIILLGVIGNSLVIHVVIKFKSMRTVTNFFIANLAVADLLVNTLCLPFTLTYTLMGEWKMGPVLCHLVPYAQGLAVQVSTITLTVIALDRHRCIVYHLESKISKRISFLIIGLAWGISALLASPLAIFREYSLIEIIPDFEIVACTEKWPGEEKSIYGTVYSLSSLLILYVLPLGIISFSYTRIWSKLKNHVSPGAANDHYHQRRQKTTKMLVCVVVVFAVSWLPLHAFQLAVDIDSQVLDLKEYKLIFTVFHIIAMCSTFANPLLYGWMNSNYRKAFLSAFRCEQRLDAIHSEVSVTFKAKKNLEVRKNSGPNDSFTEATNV
E-sel TNF inh: E-selectin induction blockers in HUVEC – imaging, immunofluorescence, high content, primary screen; HUVEC TNFa-induced E-selectin immunofluorescence; inhibition, % at 2 µM; 0.71% of 120,000 active; AID 1246, 2008;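 active = inhibition above the batch mean plus 3 SD, and confirmed as a hit on visual image review, cut at about 43% in these data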;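 also: 0% = TNF-stimulated DMSO wells and 100% = unstimulated control wells; not every result past the cut was called active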
Yeast life ext: compounds extending yeast replicative lifespan, primary screen, S. cerevisiae, OD615; S. cerevisiae growth with nicotinamide; deaD strain in restrictive glucose medium; inhibition of the nicotinamide effect, % at 10 µM; 0.68% of 130,000 active;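 active = inhibition above a set limit, placed 3 SD over the median of all compounds, cut at about 26% in these data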;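 also: 0% = nicotinamide-treated wells and 100% = cells grown without nicotinamide; some compounds called inactive have numbers as strong as hits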
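assay system = DeaD-strain S. cerevisiae | measured by = absorbance at 615 nm | probe or stimulus = nicotinamide 1.5 mM | buffer or medium = CSMM-D glucose medium, restrictive | times = 48 h at 30 °C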
HCT116 bCat-KO: primary screen for growth suppressors in beta-catenin knockout HCT116 cells (colon tumor, human) | HCT116 beta-catenin knockout viability, CellTiter-Glo, 60 h; active compounds read low | viability, % at 10 µM | 1.5% of 140,000 active | AID 818, 2007;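 active = viability at or under a set limit, the compound median less 4 SD, cut at about 6% in these data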;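 also: 0% = Hyamine 1622 control at 20 µM and 100% = untreated cell control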
Measles CPE: compounds protecting cells from measles virus cytopathic effect, primary screen, measles RdRp inhibitor project, single point, MLSMR library, absorbance. Measles virus-infected cells, CPE protection. protection (pct of control), % at 4 µM. 1.5% of 140,000 active. AID 841, 2007; in the data active = protection mostly above about 24%, no sharp cut-off; inactive = mostly below about 26%; also: some compounds called inactive have numbers as strong as hits
Phagocyt inh: inhibitors of macrophage phagocytosis, primary screen, imaging, J774A.1 cells, IgG beads | inhibition, % at 5 µM | 0.07% of 110,000 active | J774A.1 macrophage IgG-bead phagocytosis;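 active = inhibition above the mean of the plate negative controls plus 5 SD, cut at about 13% in these data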;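 also: phagocytic index as fraction of beads internalized from green versus red external bead signal; plate controls were DMSO negative control for no effect and cytochalasin-D positive control for full effect; some results beyond the cut were filed as inactive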
* marks the source's active call; other numbers are inactive results; . = not tested or not shown; & = joins results of further samples.

structure,MRP1 act,Yeast growth inh,PTEN del growth,GALR2 antag,NPY Y2 blocker,E-sel TNF inh,Yeast life ext,HCT116 bCat-KO,Measles CPE,Phagocyt inh
O=C(CNc1ccc2ccccc2c1)N/N=C/c1ccc(OC(=O)/C=C/c2ccco2)cc1,-3.9,-62.5,54.9,-5.4,1.0,8.7,-2.3,48.5,5.7,-11.3
NC(=O)/C(=N\O)c1ccccc1,-1.1,-41.8,99.7,9.7,0.2,-19.3,-2.1,109.1,36.1,.
COCCNCCOc1ccccc1-c1ccccc1,-1.6,1.2,85.9,4.2,11.7,22.8,-3.6,92.0,10.4,-1.0
CC(C)OC(=O)c1nnc(Cc2ccc(F)cc2)o1,-1.9,-3.9,100.7,.,.,.,-12.8,100.6,18.6,0.4
N#CC1=C(N)Oc2cc(N)ccc2C1c1ccsc1 (stereo not given),-1.6,-25.2,89.8,5.8,-1.6,.,3.4,93.9,25.5,-0.4
c1ccc2c(c1)ncn2CCn1cnc2ccccc21,-1.2,-16.3,96.0,15.5,-1.3,-21.1,.,83.2,21.5,0.0
O=c1n(-c2ccccc2)c(=O)n(Cc2ccccn2)n1Cc1ccccn1,0.7,-42.7,107.6,1.5,3.0,-6.5,-7.5,99.5,16.1,2.1
NC(=O)NC(Cc1ccccc1)C(=O)Nc1ccc(S(N)(=O)=O)cc1 (stereo not given),-0.6,-55.8,104.5,-2.9,-2.9,14.5,-1.8,96.2,16.3,0.2
COC(=O)CSc1nc(NC#N)nc(NC(C)C)n1,-1.5,-40.2,104.6,9.3,1.1,1.4,-1.8,97.8,16.3,.
CCN(CC#CCC(O)(c1ccccc1)C1CCCC1)C(C)C (stereo not given),-2.8,-12.9,91.4,8.8,5.2,-9.4,-6.8,83.2,12.8,0.7
CCNc1nc2[nH]c(=O)c3c(c2s1)OC(N)=C(C#N)C3c1ccc(C)cc1 (stereo not given),-0.7,0.0,101.8,-0.3,-1.5,-4.5,-1.1,92.2,6.0,.
Cc1csc(SCC(=O)O)n1,0.0,-26.2,100.2&102.7,5.7,-0.1,1.8,-4.2,102.1,5.9,1.0
Oc1ccc2ccccc2c1N=Nc1ccccn1,-6.1,90.4*,2.6*,26.2,-0.6,12.4,-7.4,2.4*,1.1,-0.7
N#Cc1c(N)nc(-c2ccccc2)nc1-c1ccccc1,-0.7,-33.4,71.9,20.3,5.0,-30.4,-6.7,52.4,5.0,-0.3
Cc1nn(-c2ccccc2)c(C)c1/C=N/n1c(-c2ccc(Cl)cc2)n[nH]c1=S,-4.3,-4.0,99.2,0.6,0.8,.,-2.2,95.8,0.9,-12.3
CCCOc1ccc(N2C(=O)CC(N(C(=O)c3ccco3)c3ccc(OCCC)cc3)C2=O)cc1 (stereo not given),-0.5,-63.8,99.0,-11.1,2.9,5.6,1.0,98.9,6.0,-0.3
CCN(CCO)Cc1csc2c(Br)cccc12,-2.5,19.2,77.7,14.3,6.7,-9.8,-16.2,84.5,3.1,2.6
CCn1c(=O)cc(SCC(=O)NCc2ccccn2)c2ccccc21,-2.5,-28.1,92.2,-2.0,1.8,-25.5,-16.2,99.2,16.7,0.5
COc1ccc(OC)c(-c2cc(C(=O)N3CCN(c4ccccc4)CC3)no2)c1,-1.0,-81.6,104.2,-1.0,9.9,.,-8.4,91.4,14.7,-0.1
O=C(Nc1ccccc1)c1ccc(CSc2ncccn2)cc1,-0.8,-11.2,78.6,4.0,1.1,-9.3,-11.9,84.8,18.5,.
CN(C)c1oc(-c2cccs2)nc1C#N,-2.7,3.7,100.2,10.2,0.2,-0.8,-29.3,101.2,4.0,.
COc1ccc(/C=N/NC(=O)c2ccc(COc3ccccc3Cl)o2)cc1,-2.4,-45.7,100.8,1.4,10.4,-23.9,-25.9,101.2,11.7,-1.2
Fc1cccc(F)c1CSc1nc2ccccc2[nH]1,0.5,4.3,75.5,1.2,2.6,74.8*,-12.3,88.5,5.5,0.4
CCc1cccc(C)c1NC(=O)C1C2CCC(O2)C1C(=O)O (stereo not given),-0.4,-43.3,98.5,8.3,1.2,14.5,-10.6,101.4,2.2,-3.5
CC(=O)NC1CC2CCCC(C1)N2C(=O)Nc1ccccc1 (stereo not given),1.2,-10.2,107.4,3.8,1.1,5.8,-15.6,95.8,11.9,.

(next part)
structure,MRP1 act,Yeast growth inh,PTEN del growth,GALR2 antag,NPY Y2 blocker,E-sel TNF inh,Yeast life ext,HCT116 bCat-KO,Measles CPE,Phagocyt inh
CCOC(=O)C1CCN(C(=O)C2CCN(c3nc4ccc(OC)cc4s3)CC2)CC1,-4.9,12.3,72.5,3.0,2.5,.,-11.4,67.8,20.4,.
CCOC(=O)CNC(=O)C(=O)c1c(O)[nH]c2ccccc12,-1.1,-51.0,105.4,3.2,0.8,-12.5,58.1,86.9,1.5,-0.6
Cc1noc(C)c1C(=O)N1CCCC1,-1.1,-2.8,108.6,-11.5,0.9,-2.2,-5.5,103.5,1.5,-0.1
Cc1ccc(S(=O)(=O)c2nc(-c3ccc(F)cc3)oc2SCC(N)=O)cc1,-2.9,-27.9,99.8,-2.6,-1.1,-13.4,-6.0,94.8,13.5,.
CC(C)C(c1nnnn1Cc1ccc(F)cc1)N1CCN(C2CCCCC2)CC1 (stereo not given),-3.4,-29.6,67.4,-2.6,10.0,.,-0.7,59.5,1.9,0.3
Cc1cc(C)n(-c2ccc(C(=O)O)cc2)n1,0.7,-5.6,98.2,5.0,0.3,0.5,-2.5,94.1,6.6,-3.9
Cc1cc(C)n(CC(O)COc2ccccc2C(=O)Nc2ccccc2)n1 (stereo not given),-2.1,-55.9,82.4,-2.0,4.8,-13.9,-11.6,84.4,3.5,-0.8
CC(C)CNC(=S)N1CCC(NC(=O)C23CC4CC(CC(C4)C2)C3)CC1,-1.7,-39.7,71.9,5.9,-0.2,9.0,.,80.1,0.0,.
O=C(N/N=C/c1coc2ccccc2c1=O)c1cc2ccccc2o1,-1.2,-11.1,89.5,0.3,1.5,11.4,19.2,94.7,7.9,-4.5
O=S(=O)(c1ccc2ccccc2c1)N1CCC(c2nc(-c3ccncc3)no2)CC1,-3.0,10.5,61.0,7.2,-1.4,16.5,.,39.6,21.4,.
Cc1cc(C)cc(N(CC(=O)NCc2cccnc2)S(C)(=O)=O)c1,-1.4,-9.0,98.8&91.0,-4.8,1.2,-26.7,-15.0,87.8,7.3,0.3
CC(=O)Nc1nonc1-c1nc2ccccc2n1CCC#N,-2.3,-20.3,94.2,-1.8,-2.1,1.5,-17.7,101.8,1.9,0.0
O=[N+]([O-])c1cccc(/C=N/n2c(C3CCCCC3)n[nH]c2=S)c1,-2.6,-10.9,82.1,-5.4,1.8,.,-1.6,88.7,17.4,-12.7
N#CCCNc1c(Cl)cc(Cl)cc1C(=O)O,-2.5,-32.8,99.8,1.7,3.1,0.5,5.9,100.8,18.8,0.4
CN1CCN(Cc2ccc(-c3ccc(Cl)cc3)o2)CC1,-1.7,-37.2,82.3,-2.6,4.0,-10.6,-7.3,81.6,13.7,-1.6
O=c1c2cccc3c2c(nn1-c1ccccc1)-c1ccccc1-3,-1.7,-34.6,69.0,8.4,0.7,19.1,-24.3,74.4,15.1,-0.4
COc1ccc(/C=C(\NC(=O)c2ccc(OC)cc2)C(=O)NC(CCSC)C(=O)O)cc1 (stereo not given),-2.0,-29.8,108.9,8.9,1.3,27.9,-11.6,95.1,10.9,-1.4
CCC(C)NC(=O)COC(=O)c1oc2ccccc2c1CSc1ccc(Cl)cc1 (stereo not given),-1.1,-17.0,97.2,15.5,11.3,.,4.5,94.6,8.3,-0.3
Cn1c(Cc2c[nH]c3ccccc23)n[nH]c1=S,-3.4,-12.2,89.7,-6.0,1.4,9.4,-5.3,89.2,6.9,-1.2
COc1ccc(C(C)(C)C)cc1NC(=O)COC(=O)c1cc(SC)ccc1Cl,2.0,-24.1,80.0,-3.9,1.3,18.4,-2.9,87.6,2.2,-15.7
CCCCCC1CC1C(=O)N/N=C/c1ccc(N(C)C)cc1 (stereo not given),-3.6,-35.6,86.8,-0.3,4.4,-3.4,41.7*,101.8,7.2,4.3
O=S(=O)(NCCc1ccccc1)c1cccc(S(=O)(=O)N2CCOCC2)c1,-3.0,-10.6,90.4,2.1,2.8,.,-9.2,80.2,12.4,-0.7
Nn1c(SCC(=O)Nc2ccc(F)cc2)nnc1-c1cccnc1,-3.5,-39.1,86.7,-6.3,5.0,-7.3,-18.4,86.5,9.9,-1.1
O=C(Nc1nccs1)c1cc(-c2ccco2)nc2ccccc12,-3.7,-28.2,84.5,10.6,13.8,11.5,-0.8,95.0,3.1,-3.0
COc1ccc(/C(O)=C2\C(=O)C(=O)N(c3cc(C)on3)C2c2ccc(OC)c(OC)c2)cc1OC (stereo not given),-2.0,-15.3,100.6,3.1,0.1,-10.2,6.7,81.3,6.3,.

Following part:
structure,MRP1 act,Yeast growth inh,PTEN del growth,GALR2 antag,NPY Y2 blocker,E-sel TNF inh,Yeast life ext,HCT116 bCat-KO,Measles CPE,Phagocyt inh
Cc1ccccc1-c1cc(C(=O)Nc2sc(C(=O)OC(C)C)c(C)c2C#N)c2ccccc2n1,-6.0,-37.7,10.3,0.9,5.7,4.2,0.9,13.9,8.4,-1.6
O=C(CN1C(=O)NC2(CCc3ccccc32)C1=O)Nc1ccc(N2CCOCC2)cc1 (stereo not given),0.2,-14.0,82.7,-1.6,-2.1,1.6,-1.4,83.5,16.8,-0.8
CCOC(=O)c1c(-c2ccc(C)cc2)csc1NC(=O)CCN1CCOCC1,-4.6,22.7,83.5,-13.8,7.2,.,-6.2,81.7,2.4,.
O=C(COC(=O)CNS(=O)(=O)/C=C/c1ccccc1)NC1CCS(=O)(=O)C1 (stereo not given),-1.1,-19.7,94.6,0.2,-0.6,.,-6.3,109.2,4.2,-0.3
O=C(CSc1nc(-c2ccco2)cc(C(F)(F)F)n1)N1CCc2ccccc2C1,-4.4,-0.2,87.5,3.9,14.3,-23.6,-9.3,91.3,11.7,-1.8
CCOC(=O)C1=C(C)NC(=O)C1CC(=O)Nc1ccccc1 (stereo not given),-2.1,-7.3,89.2,6.6,1.6,-24.4,-5.7,89.6,8.8,.
O=C(CN(Cc1ccccc1)C1=NCCS1)c1ccccc1,-2.2,-23.3,85.0,7.6,3.9,12.5,-0.2,82.6,27.1,-13.1
O=[N+]([O-])c1cccc(/C=C/c2nc(C=Nc3ccc4ccccc4c3)c(O)o2)c1,-6.1,-40.5,2.7*,-6.0,-0.6,.,-12.4,17.8,33.5,.
